GSK3 alpha inh = blocks human GSK-3 alpha kinase; 320,000 tested, 0.1% active; ADP-Glo luminescence, 60 min; inhibition, % at 10 µM; P49840;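 in the data active = inhibition above about 50%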;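 note: GST-tagged GSK-3 alpha with peptide substrate and 25 µM ATP; 0% = DMSO neutral wells and 100% = GW8510 positive control wells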
KCNQ1 pot = potentiates or activates the human KCNQ1 potassium channel; P51787; CHO-K1 KCNQ1, thallium flux FluxOR fluorescence; hits give high values; B-score at 10 µM; 310,000 tested, 0.35% active; AID 2648;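 active = fluorescence ratio B-score, a plate-corrected score, at least three library SD, with initial intensity B-score within 5 SD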
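System: Stable KCNQ1 CHO-K1 line | Incubation: 90 min dye loading and 20 min compound exposure, both at room temperature | Measure: Ratio B score | Medium: Assay buffer for compound exposure, DMSO matched across wells | Compound dosing: Single-concentration screen | Probe or stimulus: K+/Tl+ depolarizing stimulus | Measured by: Kinetic FluxOR fluorescence, 10 s baseline plus 110 s post-stimulus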
PolyA inhibitor = inhibitors of polyadenylation in S. cerevisiae; S. cerevisiae SKY197-pL101 polyadenylation reporter, beta-gal luminescence; efflux-impaired pdr1/pdr3 knockout yeast; score 100 = 6 SD above DMSO; calls only at 12 µM; 300,000 tested, 0.02% active; AID 1875;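 active = lowest replicate activity score at least 50, where 100 means six control SD above control mean; inconclusive = lowest score under 50 but half or more replicates reach 50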;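 note: yeast exposed to compound for 9 h at 30 °C; higher score means more reporter readthrough which indicates perturbed polyadenylation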
KCNQ1 block = blocks the human KCNQ1 potassium channel; CHO-K1 KCNQ1, FluxOR thallium flux fluorescence; hits give high values; B-score at 10 µM; 310,000 tested, 1.3% active; P51787;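 active = compounds whose thallium flux B-score, printed positive for inhibition, exceeds three library SD while starting fluorescence stays within three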;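 note: channel opened by potassium depolarization with thallium stimulus after 20 min compound exposure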
DYRK1A inh = inhibitors of rat Dyrk1A kinase. 310,000 tested, 0.43% active. Q63470. ADP-Glo luminescence, NFATc1 peptide. inhibition, % at 12.5 µM; in the data active = inhibition above about 50%;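 note: plate controls were vehicle with enzyme for no effect and no enzyme for full effect; many of its hits are not listed in these tables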
GSK3B inh = inhibitors of human GSK3beta kinase | P49841 | activity score (negative = inhibition), % at 10 µM | 300,000 tested, 0.038% active | GST-GSK3beta kinase, ADP-Glo luminescence, 60 min; hits give low values;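 active = more than half of replicate wells score below -50%, meaning over 50% inhibition versus plate controls; inconclusive = some replicates but at most half score below -50%; inactive = no replicate scores below -50%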;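 note: 0% = median DMSO wells and -100% = median GW8510 positive control wells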
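Test system – GST-tagged human GSK3beta kinase, cell-free · Incubation – 60 min enzyme reaction, room temperature · Signal – ADP-Glo luminescence · Also added – peptide substrate and ATP at 25 µM · Controls – DMSO neutral wells and GW8510 at 20 µM as positive · Buffer or medium – Tris/MgCl2 kinase buffer · Measure – Luminescence-derived activity versus plate DMSO and GW8510 wells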
KCNK9 inh = human KCNK9 channel inhibition. 310,000 tested, 1.2% active. HEK293 KCNK9, FluxOR thallium flux fluorescence; hits give low values. AID 488922. B-score at 10 µM;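 active = ratio B-score over 3 SD below the library mean, with starting fluorescence within 5 SD of its mean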;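 note: negative B-score means less thallium flux so channel inhibition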
HDAC3 inhib = blocks human histone deacetylase 3. O15379. recombinant HDAC3, fluorogenic peptide/trypsin coupled, fluorescence. inhibition, % at 8.3 µM. 320,000 tested, 0.15% active. AID 2718; in the data active = inhibition above about 26%, passing the limit was not always enough; inconclusive = no clear call, values can overlap the other calls
Target sequence (O15379 whole entry, looked up): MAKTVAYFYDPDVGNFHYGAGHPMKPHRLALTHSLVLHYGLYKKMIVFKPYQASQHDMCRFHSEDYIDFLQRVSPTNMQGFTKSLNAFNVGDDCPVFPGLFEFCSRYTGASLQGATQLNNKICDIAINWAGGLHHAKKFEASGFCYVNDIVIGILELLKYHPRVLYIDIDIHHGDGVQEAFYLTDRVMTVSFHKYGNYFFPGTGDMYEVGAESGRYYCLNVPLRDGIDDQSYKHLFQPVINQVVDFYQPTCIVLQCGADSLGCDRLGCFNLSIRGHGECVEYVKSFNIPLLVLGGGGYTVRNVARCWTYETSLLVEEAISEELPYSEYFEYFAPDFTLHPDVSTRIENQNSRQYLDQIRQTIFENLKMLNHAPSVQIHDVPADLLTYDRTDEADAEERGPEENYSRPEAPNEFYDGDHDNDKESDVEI
KCNK3 block = human KCNK3 channel inhibition, primary screen; B-score at 10 µM; AID 602410; CHO-KCNK3 thallium flux, FluxOR fluorescence; hits give low values; O14649; 340,000 tested, 0.84% active;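 active = B-score under library mean minus 4 SD, starting fluorescence ratio at most library mean plus 5 SD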;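 note: more negative B-score means stronger inhibition of thallium flux through KCNK3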
Target sequence (O14649 whole entry, looked up): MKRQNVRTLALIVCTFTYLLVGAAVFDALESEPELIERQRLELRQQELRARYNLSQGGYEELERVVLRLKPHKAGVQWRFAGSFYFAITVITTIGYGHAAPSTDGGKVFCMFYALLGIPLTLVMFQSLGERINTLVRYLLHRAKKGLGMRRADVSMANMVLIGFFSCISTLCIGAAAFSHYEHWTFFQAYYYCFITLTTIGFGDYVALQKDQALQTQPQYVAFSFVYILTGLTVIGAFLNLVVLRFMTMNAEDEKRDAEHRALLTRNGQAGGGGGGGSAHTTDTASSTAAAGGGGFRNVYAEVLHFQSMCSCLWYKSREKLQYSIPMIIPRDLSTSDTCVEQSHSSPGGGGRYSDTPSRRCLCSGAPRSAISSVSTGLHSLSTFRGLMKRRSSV
RGS4 pot = potentiators or activators of RGS4; 310,000 tested, 0.92% active; HEK293 M3R/inducible RGS4, carbachol calcium flux Fluo4; hits give low values; B-score at 10 µM;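 active = B-score of the integrated calcium signal more than 4 SD below the library mean, with starting fluorescence not abnormally high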;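 note: negative B-score means reduced calcium response which marks RGS4 activation or potentiation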
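Detection: kinetic calcium fluorescence imaging with Fluo4-AM dye, 2 µM / Material: HEK293 cells with stable M3R and inducible RGS4 / Schedule: recording 10 s baseline at 1 Hz, 100 s post-agonist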
hERG rescue = compounds protecting human hERG from proarrhythmic drug block; Q12809; CHO-hERG, FluxOR thallium flux, dofetilide IC70 present; activation (rescue from dofetilide block), less the hit threshold, % at 10 µM; 310,000 tested, 0.51% active;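 active = activation above the mean of controls blocked by dofetilide plus 5 SD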;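 note: thallium influx through hERG after potassium depolarization seen as dye fluorescence rise; in these data hits start at about 4.7%; inactives centre near -7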
* marks the source's active call; other numbers are inactive results; i = inactive; ? = inconclusive; . = no result given.

SMILES	KCNK9 inh	KCNQ1 block	hERG rescue	GSK3B inh	HDAC3 inhib	GSK3 alpha inh	KCNQ1 pot	KCNK3 block	PolyA inhibitor	RGS4 pot	DYRK1A inh
Cc1ccccc1NC(=O)C1CCCN(S(=O)(=O)c2ccc3c(c2)C(C)(C)C(=O)N3C)C1 (stereo unspecified)	i	i	-15	-3	-4	-1	i	i	i	i	3
CCCCn1c(N)c(N(Cc2ccccc2OC)C(=O)c2ccc([N+](=O)[O-])s2)c(=O)[nH]c1=O	i	i	-13	0	3	2	i	i	i	i	7
CCC1CCc2sc(C(=O)N3CCN(c4ccccn4)CC3)cc2C1 (stereo unspecified)	i	i	-8	2	3	0	i	i	i	i	-5
COC(=O)c1cc2c(C)cc3ccc(C)cn3c-2c1C(=O)OC	i	i	-14	3	-7	3	i	i	i	i	6
O=C(Nc1cccc(Cl)c1)c1cncn1-c1ccc(F)cc1	i	i	-9	0	-10	0	i	i	i	i	9
CCC(C)[C@H]1CN=C(N)N1CC1CCCCC1 (stereo partly specified)	i	i	-8	-6	-4	3	i	.	i	i	.
O=C(c1cccc(S(=O)(=O)N2CCOCC2)c1)N1CCOCC1	i	i	-10	-1	-9	1	i	i	i	i	0
CC(C)(C)c1ccc(-c2nnc(SCCC#N)n2C2CCCC2)cc1	i	6*	-18	-1	?	-2	i	i	i	i	0
COc1cccc2cc(C(=O)N3CCN(c4ccccc4F)CC3)c(=O)oc12	i	i	-5	1	-3	0	i	i	i	i	6
CCCOc1ccc(C(=O)NCC(c2cccs2)N(C)C)cc1 (stereo unspecified)	i	i	-6	0	3	0	i	i	i	i	-2
CC(=O)c1ccc(-c2nc3c4ccccc4ccn3c2C(C)=O)o1	i	i	-3	-5	-2	-2	i	i	i	i	3
COC(=O)c1cc(Br)cn1S(=O)(=O)c1ccccc1	i	i	-5	1	7	-1	i	i	i	i	1
CCOc1ccc(C(C)NC(=O)CCC(=O)O)cc1 (stereo unspecified)	i	i	-2	1	-10	-2	i	i	i	i	0
Cc1nn(Cc2cccc3ccccc23)c(C)c1NC(=O)c1cccnc1	i	i	-5	-3	0	10	i	i	i	i	-4
Cn1c(Cc2cccs2)nnc1SCC(=O)N1CCc2ccccc21	i	i	-7	-2	4	1	i	i	i	i	-3
CC(C)CCOc1ccc(C(=O)NCC(c2cccs2)N2CCOCC2)cc1 (stereo unspecified)	i	i	-14	1	3	1	i	i	i	i	-3
CCOc1ccccc1NC(=O)C1CCN(S(C)(=O)=O)CC1	i	i	-2	.	2	-2	i	i	i	i	0
O=[N+]([O-])c1ccc(Cl)c(/C=N/N2CCN(Cc3ccc(Cl)cc3)CC2)c1	i	i	-15	2	-3	0	i	i	i	i	0
Cc1cc(NS(=O)(=O)c2ccc(C3CCCCC3)cc2)no1	i	i	-2	0	0	-6	i	i	i	i	-5
COc1ccc(CNCc2cccc(OC)c2OC)cc1Br	i	i	-19	0	-3	1	i	i	i	i	-1
O=C(O)c1cccc(S(=O)(=O)N(Cc2ccccc2)c2cccc(C(F)(F)F)c2)c1	i	i	-6	3	-1	-4	i	i	i	i	-2
CCOc1ccc(Br)cc1S(=O)(=O)Nc1cccc(S(=O)(=O)N(C)C)c1	i	i	-8	6	4	-2	i	i	i	i	1
CC(C)(C)NS(=O)(=O)c1ccc(CCC(=O)Nc2ccc3c(c2)OCO3)cc1	i	i	-9	-2	-3	-3	i	i	i	i	13
CCCCN(CC)CCCNC(=O)c1cc2c(=O)n(CC)c3ccccc3c2s1	i	i	-14	-2	-27	1	i	i	i	i	4
COc1ccc(CCNC(=O)CCc2nc3ccccc3[nH]2)cc1OC	i	i	-11	0	-3	-4	i	i	i	i	1
Cc1ccc(C(=O)OCC(=O)NCC2CCCO2)c(C)c1 (stereo unspecified)	i	i	-7	0	-3	0	i	i	i	i	4
COc1ccccc1NC(=O)CCCc1c[nH]c2ccccc12	i	i	-8	2	7	-2	i	i	i	i	-3
O=C(CSc1nnc(-c2ccccc2)o1)NC1CCS(=O)(=O)C1 (stereo unspecified)	i	i	-4	2	-3	1	i	i	i	i	0
CCOC(=O)N1CCC(NC(=O)CCc2c(C)nc3c(c(C)nn3C(C)(C)C)c2C)CC1	i	i	-15	0	-3	-2	i	i	i	i	-11
C=CCn1c(COc2ccc3c(c2)CCCC3)nnc1SCC(=O)Nc1cccc(SC)c1	i	9*	-10	-1	-3	-2	i	i	i	i	5

Complete entries as entered above. Order of values: KCNK9 inh | KCNQ1 block | hERG rescue | GSK3B inh | HDAC3 inhib | GSK3 alpha inh | KCNQ1 pot | KCNK3 block | PolyA inhibitor | RGS4 pot | DYRK1A inh
CCC(C)[C@H]1CN=C(N)N1CC1CCCCC1 (stereo partly specified) across the screens: i | i | -8 | -6 | -4 | 3 | i | . | i | i | .
COc1ccc(CCNC(=O)CCc2nc3ccccc3[nH]2)cc1OC across the screens: i | i | -11 | 0 | -3 | -4 | i | i | i | i | 1

The listing continues.
SMILES	KCNK9 inh	KCNQ1 block	hERG rescue	GSK3B inh	HDAC3 inhib	GSK3 alpha inh	KCNQ1 pot	KCNK3 block	PolyA inhibitor	RGS4 pot	DYRK1A inh
Cc1cc(C)c(S(=O)(=O)Nc2c(C)n(C)n(-c3ccccc3)c2=O)cc1[N+](=O)[O-]	i	i	-2	-24	-9	1	i	i	i	i	-4
COc1ccc(-n2cc(CNCC3CC(=O)N(C4CC4)C3)c(-c3ccccc3Cl)n2)cc1 (stereo unspecified)	i	i	-8	1	2	-2	i	i	i	i	-1
CCCn1cc(S(=O)(=O)c2ccc(C)cc2)c(=O)c2cc(OC)c(OC)cc21	i	i	-11	2	5	0	i	i	i	i	-2
O=C1NCCc2c1[nH]c1c(Cl)ccc(Cl)c21	i	i	-1	1	-1	-1	i	i	i	i	41
COc1ccc(C)cc1NC(=O)CCNS(=O)(=O)c1ccc2c(c1)CC(C)N2C(C)=O (stereo unspecified)	i	i	-12	1	2	-2	i	i	i	i	4
COc1ccc(Br)cc1CNC(=O)CCC(=O)n1nc(C)c2ccccc21	i	i	-5	1	6	-3	i	i	i	i	-4
CC1CCCCN1C(=O)Cc1ccc(Cl)cc1 (stereo unspecified)	i	i	-7	1	11	2	i	i	i	i	-14
CN(C)C(CNC(=O)C1CCN(S(=O)(=O)c2ccccc2)CC1)c1ccccc1 (stereo unspecified)	i	i	-10	-3	-2	-1	i	i	i	i	-4
O=C(Cn1cncn1)NCc1cccc2ccccc12	i	i	-13	-1	-2	-3	i	i	.	i	.
O=C(N/N=C/c1ccc(O)cc1)c1cccc(N/N=C/c2ccc(O)cc2)c1	i	i	-10	3	7	2	i	i	i	i	12
COc1cccc(OCCNc2cc(Cl)ccc2[N+](=O)[O-])c1	-12*	i	-20	1	3	0	i	i	i	i	2
O=C(C1CCN(S(=O)(=O)c2ccc(Cl)cc2)CC1)N1CCCC1	i	i	-6	2	-5	-2	i	i	i	i	-6
CCOc1cc(S(=O)(=O)N2CC=C(c3ccc(F)cc3)CC2)c(OCC)cc1-n1cnnn1	i	i	-3	0	-4	-2	i	i	i	i	-3
CC(=O)c1cccc(NC(=S)N2CCc3ccccc32)c1	i	i	-14	1	-1	4	i	i	i	i	6
CC(C)OC(=O)CN1C(=O)C(=O)c2ccccc21	i	i	-16	1	1	-2	i	i	i	i	4
C=CCn1c(SCc2csc(C)n2)nc2sc3c(c2c1=O)CCC(C)C3 (stereo unspecified)	i	i	-14	1	1	1	i	i	i	i	0
COc1ccc(NC(=S)N(C)CC2COc3ccccc3O2)cc1 (stereo unspecified)	i	i	-6	1	-4	-2	i	i	i	i	-6
N#Cc1cc2[nH]c3ccccc3c2[n+](-c2ccc([N+](=O)[O-])cc2)c1N	i	i	-5	1	8	-2	i	i	i	i	0
COc1ccccc1-c1c(C(F)(F)F)oc2cc(OS(C)(=O)=O)ccc2c1=O	i	i	-9	2	10	-1	i	i	i	i	9
Cc1cccc(C(C(N)=O)c2ncc(C(F)(F)F)cc2Cl)c1 (stereo unspecified)	i	i	-11	2	-4	-2	i	i	i	i	0
CC1=C(C(=O)N2CCOCC2)C(c2ccccc2F)C2=C(CCCC2=O)N1 (stereo unspecified)	i	i	-1	6	-6	-2	i	i	i	i	2
COCCN(Cc1cc2cc3c(cc2n2nnnc12)OCO3)C(=O)c1ccccc1F	i	i	-8	0	-8	0	i	i	i	i	4
COC(=O)C1CCN(C(=O)COC(=O)Cc2c[nH]c3ccccc23)CC1	i	i	-12	4	0	-2	i	i	i	i	9
N/C(=N\N=C\c1ccc2c(c1)OCO2)SC1CC(=O)N(c2ccc(C(=O)O)cc2)C1=O (stereo unspecified)	i	i	-2	1	7	-2	i	i	i	i	-9
O=C(NCc1ccncc1)Nc1ccccc1Cl	i	i	-10	1	?	.	i	i	i	i	-6
Oc1ccc(-c2cnc3ccccc3n2)cc1	i	i	-4	-5	3	4	i	i	i	i	28
Cc1ccc(-c2nc3ccccc3nc2Cl)cc1	i	i	-12	-3	2	4	i	i	i	i	.
Cc1oc(-c2cc(F)ccc2F)nc1CN1CCN(c2ncnc3ccccc23)CC1	i	i	-23	0	0	2	i	i	i	i	0
O=c1sc(Nc2ccccc2)nc2ccsc12	i	i	-7	-4	0	1	i	i	i	i	14
Cc1cc(=O)oc2c3c(ccc12)OC/C3=N/N	i	i	-6	4	-14	0	i	i	i	i	-1
CCCCCCCCS(=O)C1CCS(=O)(=O)C1 (stereo unspecified)	i	i	-5	0	0	-2	i	i	i	i	3
CCn1c(COc2ccc3ccccc3c2C)nnc1SCC(=O)Nc1cccc(C(=O)O)c1	i	i	-2	3	3	5	i	i	i	i	.
Cc1[nH]c(C)c(S(=O)(=O)N(C)Cc2ccccc2)c1C(=O)N1CCCCC1	i	i	-11	2	0	-1	i	i	i	i	-3
CCN(Cc1ccccc1)C(=O)c1cc(S(=O)(=O)N2CCOCC2)cn1C	i	i	-6	-3	-1	-1	i	i	i	i	1
COc1ccc2[nH]c(=O)c(CNc3ccccc3)cc2c1	i	i	-3	-3	-2	17	i	i	i	i	15

High-throughput results (PubChem BioAssay)

Only part of the results is shown (hit frequency here may not be typical).
